From PubChem BioAssay
PP5 primary: inhibitors of human protein phosphatase 5 (PP5) | P53041 | purified PP5c, OMFP substrate fluorescence | inhibition, % at 6.7 µM | 0.18% of 320,000 active;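 active means inhibition above the campaign's mean inhibition across all tested compounds plus 3 SD, cut at about 9.5% in these data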;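 further: 0% = DMSO only and 100% = 100 µM cantharidin control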
GRK2 aptamer HTS: blocks RNA aptamer binding to human GRK2; AID 488847; 0.59% of 330,000 active; P25098; inhibition of aptamer binding, % at 10 µM; bead flow cytometry, FAM-aptamer displacement from GRK2;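 active means inhibition of aptamer binding above 40%, roughly 3 SD of noise, on plates passing a quality check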;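 further: median bead fluorescence of bound FAM aptamer so fluorescent compounds give negative values; no value below 0 was filed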
Target sequence (P25098 whole entry, looked up): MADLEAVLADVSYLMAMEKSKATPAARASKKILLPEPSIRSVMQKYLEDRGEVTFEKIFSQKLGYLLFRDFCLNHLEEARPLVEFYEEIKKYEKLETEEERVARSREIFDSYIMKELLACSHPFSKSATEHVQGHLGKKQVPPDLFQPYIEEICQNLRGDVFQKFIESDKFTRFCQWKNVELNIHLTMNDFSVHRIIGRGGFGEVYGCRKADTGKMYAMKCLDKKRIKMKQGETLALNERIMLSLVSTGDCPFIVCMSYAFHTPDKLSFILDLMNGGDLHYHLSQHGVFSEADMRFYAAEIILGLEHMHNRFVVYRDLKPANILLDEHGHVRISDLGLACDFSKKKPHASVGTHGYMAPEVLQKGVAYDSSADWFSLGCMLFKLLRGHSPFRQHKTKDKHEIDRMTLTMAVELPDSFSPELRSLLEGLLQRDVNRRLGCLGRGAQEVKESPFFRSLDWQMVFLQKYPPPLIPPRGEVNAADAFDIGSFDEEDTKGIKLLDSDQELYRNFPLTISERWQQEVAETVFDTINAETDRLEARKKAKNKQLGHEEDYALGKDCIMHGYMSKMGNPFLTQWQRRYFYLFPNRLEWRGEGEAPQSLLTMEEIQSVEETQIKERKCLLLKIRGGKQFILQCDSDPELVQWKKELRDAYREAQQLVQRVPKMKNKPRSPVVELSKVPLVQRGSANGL
Fh CTSL1 inh: counter-screen for PFM18AAP inhibitors: inhibitors of F. hepatica cathepsin L1; recombinant F. hepatica cathepsin L1, Z-Leu-Arg-MCA fluorescence; inhibition, % at 5.96 µM; 0.49% of 300,000 active; AID 1906;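 active means inhibition above the mean of all tested compounds plus 3 SD, set per screening campaign, cut at about 17% in these data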;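 further: 0% = plate median of test compound wells and 100% = 1 µM Z-Phe-Ala-diazomethylketone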
VLA-4 inh: inhibition in a human VLA-4 binding assay; P13612; AID 2557; VLA-4 expressing cells, ligand binding flow cytometry; inhibition, % (about 7 µM as worked out from the volumes in the protocol); 0.2% of 330,000 active; in the data active means inhibition above about 50%
core dimer inh: HCV core protein dimerization inhibition; inhibition, % at 5 µM; 0.33% of 300,000 active; TR-FRET GST/Flag-core106 dimerization, 1536-well;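 active means inhibition above the mean of all tested compounds plus 3 SD, set per screening campaign, cut at about 45% in these data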
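assay system = GST-tagged and Flag-tagged HCV core protein residues 1-106 | controls = unlabelled core106 and no-GST-core106 wells | incubation = compound-protein-antibody incubation 4 h at 22.5 °C | probe or stimulus = Eu donor and XL665 acceptor anti-tag antibodies | read-out = % inhibition based on acceptor/donor emission ratio | signal = TR-FRET 671 and 617 nm emission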
procasp7 counter: activates human procaspase-7, counter-screen for procaspase-3 activators; 0.093% of 330,000 active; activation, % at 8.5 µM; P55210; AID 463210; recombinant procaspase-7, Ac-DEVD-pNA absorbance 405 nm; D23A/D198A/D206A triple mutant, cannot self-cleave; scale: DMSO 0, 5 µM enzyme 100;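 active means percent activation above the screen-wide mean plus 3 SD, cut at about 25% in these data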
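Assay system: Uncleavable procaspase-7 mutant enzyme / Input: 2 µM procaspase-7 mutant as dispensed / Dosing: single nominal 8.5 µM compound dose, 0.8% DMSO final / Timing: 1 h enzyme–compound preincubation and 2 h substrate reaction, both 25 °C / Detection: p-Nitroaniline absorbance at 405 nm, read at 0 and 120 min / Replication: singlicate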
proCasp3 act: activators of human procaspase-3; P42574; recombinant procaspase-3 D3A, Ac-DEVD-pNA absorbance 405 nm; activation, % at 8.5 µM; 0.11% of 330,000 active; AID 463141;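 active means activation above the mean of all tested compounds plus 3 SD, cut at about 21% in these data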;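 further: 0% = DMSO alone and 100% = DMSO wells spiked with extra 5 µM PC-3 D3A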
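material = Procaspase-3 D3A mutant | probe or stimulus = Ac-DEVD-pNA | compound = single dose, 8.5 µM nominal compound, 0.8% DMSO | timing = 1 h preincubation, 2 h reaction | measured by = 405 nm absorbance of p-nitroaniline, reads at 0 and 120 min | benchmarks = DMSO-only low control, 5 µM PC-3 D3A high control | repeats = singlicate, each compound tested once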
PP1 counter: counter-screen for PP5 inhibitors: inhibitors of human PP1-alpha; P62136; 0.9% of 320,000 active; purified PP1alpha, OMFP fluorescence; inhibition, % at 6.7 µM;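 active means inhibition above the mean inhibition of all tested compounds plus 3 SD, computed separately for each screening campaign, cut at about 15% in these data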
GASC-1 inh: blocks human GASC-1 demethylase activity. AID 2099. GST-JMJD2C(1-420) H3K9me3 demethylation, DELFIA europium. inhibition, % at 2.35 µM. Q9H3R0. 0.069% of 330,000 active;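 active means more than half of a compound's replicate wells show inhibition beyond 50%, single wells judged on their own value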;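 further: signal counts dimethyl H3K9 product captured on neutravidin plate; 0% = median of DMSO wells and 100% = 0.3 times that DMSO median; strong numbers were not always called active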
Target sequence (Q9H3R0 1-420 limits assumed): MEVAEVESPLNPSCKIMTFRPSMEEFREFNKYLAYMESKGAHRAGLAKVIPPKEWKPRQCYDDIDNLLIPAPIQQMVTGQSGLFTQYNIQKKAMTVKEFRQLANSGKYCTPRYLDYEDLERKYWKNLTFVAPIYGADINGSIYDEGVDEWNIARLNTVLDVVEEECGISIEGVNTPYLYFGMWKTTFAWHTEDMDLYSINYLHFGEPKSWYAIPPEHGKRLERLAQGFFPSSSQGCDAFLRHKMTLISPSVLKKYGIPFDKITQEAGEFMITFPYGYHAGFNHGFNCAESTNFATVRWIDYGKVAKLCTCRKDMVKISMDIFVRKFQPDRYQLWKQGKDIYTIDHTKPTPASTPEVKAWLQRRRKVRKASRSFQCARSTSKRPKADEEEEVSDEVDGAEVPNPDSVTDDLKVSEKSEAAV
Starred values were filed as active, the others as inactive; / = no result given; & = joins results of further samples.

SMILES	PP5 primary	GRK2 aptamer HTS	Fh CTSL1 inh	VLA-4 inh	core dimer inh	procasp7 counter	proCasp3 act	PP1 counter	GASC-1 inh
COC(=O)c1ccc(C(NC(=O)OCc2ccccc2)/C(F)=C/[C@@H](C)C(=O)NCc2ccc(OC)c(OC)c2)cc1 (some centres not stated)	5.4	3	-2	32	13	-7	1	2	4
COC(=O)Nc1ccc2c(c1)OCO2	-3.8	5	-1	-1	17	2	-3	3	-6
O=C(NC(=S)NNS(=O)(=O)c1ccccc1)c1cccnc1	0.9	0	0	4	3	-9	-3	-8	-4
CN(C)S(=O)(=O)c1ccc(-c2csnn2)s1	0.0	0	1	0	0	3	7	-2	-6
Cc1ccc(C)c(N2CCN(C(=O)c3nn(C)c4c3CS(=O)(=O)c3ccccc3-4)CC2)c1	2.5	1	2	11	11	8	4	1	3
O=C(NNc1c2ccccc2nc2ccccc12)c1cc2ccccc2cc1O	5.5	1	2	-60	25	0	-10	8	-2
CCSc1nsc(NC(=O)Nc2ccccc2OC)n1	4.2	0	-2	-1	1	8	2	2	-5
CCCn1c(SCC(=O)NCCCN2CCCC2=O)nc2ccccc2c1=O	/	0	/	1	/	6	5	/	2
O=C(O)CC(CC(=O)Nc1ccc(-c2ccccc2)cc1)c1ccccc1 (configuration not stated)	3.9	3	3	9	2	3	-5	0	-10
Cc1ccc(Oc2ncc(-c3ccc(Cl)cc3)cn2)cc1	-1.8	0	0	22	3	-8	8	-3	3
Cc1ccc(C)c(N(CC(=O)NCCc2ccccc2)C(=O)CCC(=O)Nc2ccccn2)c1	1.0	0	-5	7	9	11	-3	-2	7
O=C(Nc1ccnn1C1CCN(C2CCC2)CC1)c1ccccc1Cl	-0.1	4	0	8	6	1	-1	-5	8
COc1ccc(C(C)=O)cc1CSc1nc2ccccc2o1	4.2	0	-3	-4	0	8	-6	3	-23
Cc1oc(-c2ccccc2F)nc1CS(=O)(=O)CC(=O)NCCCN(C)C1CCCCC1	0.5	0	0	-10	4	-11	-8	-1	-10
CC(C)n1c(NCc2ccc(Cl)cc2)nc2ccccc21	1.5	3	-2	11	-1	5	0	2	-5
O=C(O)CC1(CC(=O)NCc2ccc(C(F)(F)F)cc2)CCCCC1	1.8	0	0	-2	-1	8	8	-5	8
COc1cc(C(F)(F)F)c(C(=O)N(C)c2ccc(Cl)cc2)cn1	11*	/	-2	-1	2	2	-4	-3	8
COC(=O)CN(C(=O)CSc1nnc(-c2cccc(OC)c2)o1)c1ccc(OC)cc1	1.2	3	2	15	3	-3	10	-3	11&-52
Cc1ccc(-c2ccc(CCC(=O)O)o2)cc1	0.3	5	4	-5	-5	-49	-21	5	-12
O=C(CSc1n[nH]c(-c2ccccn2)n1)Nc1ccc(Cl)cc1	0.0	0	2	-4	8	-8	10	7	15

Reformatted as a markdown table: four of the compounds above
| smiles | PP5 primary | GRK2 aptamer HTS | Fh CTSL1 inh | VLA-4 inh | core dimer inh | procasp7 counter | proCasp3 act | PP1 counter | GASC-1 inh |
| --- | --- | --- | --- | --- | --- | --- | --- | --- | --- |
| Cc1ccc(Oc2ncc(-c3ccc(Cl)cc3)cn2)cc1 | -1.8 | 0 | 0 | 22 | 3 | -8 | 8 | -3 | 3 |
| CCSc1nsc(NC(=O)Nc2ccccc2OC)n1 | 4.2 | 0 | -2 | -1 | 1 | 8 | 2 | 2 | -5 |
| COc1ccc(C(C)=O)cc1CSc1nc2ccccc2o1 | 4.2 | 0 | -3 | -4 | 0 | 8 | -6 | 3 | -23 |
| Cc1ccc(C)c(N(CC(=O)NCCc2ccccc2)C(=O)CCC(=O)Nc2ccccn2)c1 | 1.0 | 0 | -5 | 7 | 9 | 11 | -3 | -2 | 7 |

Continuation.
SMILES	PP5 primary	GRK2 aptamer HTS	Fh CTSL1 inh	VLA-4 inh	core dimer inh	procasp7 counter	proCasp3 act	PP1 counter	GASC-1 inh
CCOc1ccc(CC(=O)NC2CC(C)(C)N(C)C(C)(C)C2)cc1OCC	1.3	0	/	7	/	1	11	0	5
NC(=O)C1CCN(c2oc(-c3cccs3)nc2S(=O)(=O)c2ccc(Cl)cc2)CC1	/	2	/	-17	/	-4	11	/	2
COc1ccc(CN(C)Cc2c(O)ccc3cc(Br)ccc23)cc1OC	3.3	0	1	11	6	-14	-2	5	-2
Cc1nn(CC(O)Cn2cnc3c2c(=O)n(C)c(=O)n3C)c(C)c1Br (configuration not stated)	0.4	0	-7	8	-8	-2	4	-6	4&2
Cc1nc2ccccc2c(=O)n1NC(=O)COc1ccccc1	3.0	0	-3	13	-4	-2	-9	1	5
CCOC(=O)c1cc(-c2ccc(OC)cc2)nn1-c1ccccc1C(=O)O	-0.8	6	-2	1	10	-4	-1	17*	13
Clc1ccc(Oc2nnnn2-c2ccccc2)cc1	1.3	5	-3	1	-3	-4	1	2	-3
CCn1c(NCc2ccc3c(c2)OCO3)nc2ccccc21	3.2	2	1	3	-4	1	2	-7	-5
CC1=C(C)C(=O)N(c2ccccn2)C1=O	-2.0	2	-2	-13	-2	4	-1	-5	-5
COc1ccc(NC(=O)c2ccccc2O)c(OC)c1	-1.3	0	5	3	-4	-2	-3	0	-30
C/C(=C\C(=O)Nc1cscc1C)C(=O)O	1.4	2	-4	6	-2	-5	-11	-5	4
CCCn1c(SCC(=O)NC2CCCCC2)nnc1C1CC1	1.5	3	-1	-5	-4	-6	7	-2	22
O=C(Nc1ccc2c(c1)OCCO2)C1CCN(S(=O)(=O)c2ccccc2)CC1	0.2	0	2	15	3	8	2	-1	12
CC1=NN(c2ccc(Cl)cc2)C(=O)C1C(c1cccc(O)c1)c1c(C)[nH]n(-c2ccc(Cl)cc2)c1=O (configuration not stated)	8.0	2	5	1	7	-5	10	3	6
CSc1ccc(/C=C(\NC(=O)c2ccccc2)C(=O)NN)cc1	0.1	10	1	-2	3	1	-7	4	2
CCCCNC(=O)OCC(CC)NC(=O)OCC(C)C (configuration not stated)	-2.0	3	-2	2	9	9	-5	-1	1
ClCc1nnc(-c2ccccc2)o1	-0.2	0	14	2	7	-15	-1	-3	-1
O=C(NN1C(=O)/C(=C/c2ccc(O)c([N+](=O)[O-])c2)SC1=S)c1ccccc1Cl	5.8	12	8	-19	-14	-38	-20	10	-8
O=C(NCc1ccco1)c1cc2n(n1)C(C(F)(F)F)CC(c1ccc(Cl)c(Cl)c1)N2 (configuration not stated)	5.2	0	2	1	4	5	-10	-3	5
O=C(CCCN1C(=O)S/C(=C\C=C\c2ccccc2)C1=O)Nc1ccc(O)cc1	-0.6	0	6	6	13	-6	-3	0	3
O=C(CNC(=O)c1ccccc1F)NCC(c1cccs1)N1CCOCC1 (configuration not stated)	-0.8	5	/	-1	/	-3	9	-3	-42
CN(C)CCOC(=O)NCC12CC3CC(CC(C3)C1)C2	0.3	3	-5	21	2	3	-3	-3	-25
O=C(N/N=C1\CCCc2ccccc21)c1ccc([N+](=O)[O-])cc1	-2.8	1	7	6	6	-10	3	1	-22
CCSc1nnc(N)s1	-0.1	0	-2	23	3	-5	-3	-2	-7
CC(C)OCCCNc1ncnc2c1cnn2-c1ccccc1	1.5	0	1	-10	-3	4	0	-1	6
CCCn1c(O)c(C=Nc2ccccc2)sc1=S	3.6	2	-1	-5	-4	-15	-7	-1	8
CC(CCc1ccccc1)NC(=O)c1ccccc1C(=O)O (configuration not stated)	2.8	2	-2	2	10	2	2	-2	-12
CCC1(CC)Cc2ccccc2-c2nc(CN3CCOCC3)[nH]c(=O)c21	0.3	0	0	-6	1	3	-10	-1	8
O=Cc1cc2cc3c(cc2nc1Cl)OCCO3	-0.5	0	-3	11	7	-1	1	-8	4
CN(C)c1ccc(C(C(=O)NC2CCCCC2)N(Cc2ccco2)C(=O)c2snc(C(N)=O)c2N)cc1 (configuration not stated)	2.9	0	-3	-9	5	-2	-2	-1	-24
Cc1cc(-c2csc(N)n2)c(C)n1Cc1ccccc1	0.7	0	-2	5	11	-5	-2	15	-5
O=C(CSc1nc2[nH]c(=O)cc(O)c2s1)Nc1cccc(Br)c1	1.5	2	/	-11	/	-8	5	5	-4
CN1CCn2c1nc(N1CCOCC1)nc2=O	-0.9	0	1	-5	-9	-6	2	0	6
Cc1ccc(O)c(CNc2ccc(S(=O)(=O)Nc3nccs3)cc2)c1	-0.8	5	1	5	2	8	10	-4	2
O=C(CCn1cnc2ccccc2c1=O)Nc1ccc2c(c1)OCCO2	2.7	1	2	8	2	-5	3	-1	5
O=C(NCc1ccc2c(c1)OCO2)c1sccc1Br	-0.5	0	1	19	-2	7	11	-1	3
COc1ccc(CN(C(=O)c2cc(=O)c3ccccc3o2)C2CCS(=O)(=O)C2)cc1 (configuration not stated)	-2.0	1	-3	-1	8	0	-2	-5	-17
CC(=O)C(Cc1ccccc1)NC(=O)COc1ccc2c(c1)OCO2 (configuration not stated)	/	0	/	-17	/	7	4	/	6
Cc1cc(C)n(-c2nc3sc4c(c3c3nnc(SC(C)C)n23)CC(C)(C)OC4)n1	1.4	2	2	-20	3	2	0	-2	/
Cc1ccc(S(=O)(=O)N(CC(=O)N(C)C)c2cccc([N+](=O)[O-])c2)cc1	-0.9	3	-1	41	-2	3	2	-4	-13
Cc1cccc(C2CC(c3ccccc3)Nc3nc(N)nn32)c1 (configuration not stated)	2.5	0	-3	-26	0	7	-2	-4	-8
O=C(COC(=O)/C=C/c1ccccc1)NC1CCCCC1	3.4	4	/	21	/	4	9	-4	-10
COC(OC)c1ccc(C#N)c(SCc2ccccc2)n1	2.3	0	-1	3	0	-4	-4	0	/
CCN(CC(=O)Nc1ccccc1OC)C(=O)C1CCCC1	1.1	0	/	7	/	11	11	-3	-7
Cc1cc(C)c(NC(=O)c2sc3nc(C)[nH]c(=O)c3c2C)c(C)c1	-3.7	6	-1	3	4	-3	-6	-4	-3
CCOc1cc(/C=N/NC(=O)c2ccc(CN3CCOCC3)cc2)ccc1OC	1.8	6	-1	-5	-6	-2	-3	2	8
Cc1ccc(Cl)c(OCC(=O)Nc2ccc(S(=O)(=O)NC3=NCCCCC3)cc2)c1	3.6	1	0	7	3	4	0	-6	25
COc1ccccc1C1Nc2ccccc2NC2=C1C(=O)CC(C)(C)C2 (configuration not stated)	0.1	0	0	7	-2	3	-1	-1	3
COc1ccc(S(N)(=O)=O)cc1C(=O)OCC(=O)NC(C)(C#N)C1CC1 (configuration not stated)	2.3	2	/	12	/	-2	-1	2	-3
COc1cc(OC)c2c(C)c(Cl)c(=O)oc2c1	0.6	3	5	8	13	2	-8	-2	3
CS(=O)(=O)c1ccc(C(=O)OCC(=O)NC2CCS(=O)(=O)C2)cc1[N+](=O)[O-] (configuration not stated)	-1.9	1	-10	13	-11	14	5	-5	-15
CCn1cnc2cc(NC(=O)c3ccc(C)cc3)ccc21	-0.1	0	1	-11	-1	2	6	0	-1
COc1ccc(OCC(=O)O/N=C(\N)Cc2cccs2)cc1	3.7	0	-9	4	3	6	-6	-4	-4
CC(C)CN(C(=O)COC(=O)c1ccccc1Sc1ccccc1C#N)C1CCS(=O)(=O)C1 (configuration not stated)	-1.4	0	-2	13	1	6	7	1	2
